STEP inh: inhibitors of human striatal-enriched phosphatase STEP; AID 588621; inhibition, % at 20 µM; hit rate 0.25% among 360,000; recombinant STEP, OMFP fluorogenic substrate, fluorescence;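 active means inhibition at 20 µM, scaled per plate between control wells, above about 37%, limit read from the data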;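 further: 0% = DMSO with enzyme and substrate and 100% = substrate only without enzyme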
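System: STEP (striatal-enriched tyrosine phosphatase) enzyme, cell-free; medium: Bis-Tris pH 6.0 buffer with DTT, detergent; dosing: 20 µM, 1% DMSO; times: reaction 20 min, ambient temperature; detection: fluorescence, 480/540 nm; read-out basis: normalized % inhibition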
SUMO1 PPI mod: alters human SUMO1 binding to SIM partners; P63165; SUMO1 binding to a labelled peptide, TR-FRET, 1 h; inhibition, % at 20 µM; hit rate 0.33% among 360,000; AID 602429; in the data active means inhibition above about 37%
Scp-1 inhibitor: blocks human Scp-1 phosphatase activity | Q9GZU7 | Recombinant Scp1, phosphopeptide, malachite green phosphate absorbance | inhibition, % at 20 µM | hit rate 0.88% among 340,000 | AID 493091;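 active means inhibition above about 50% at 20 µM, limit read from the data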;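 further: plate controls were DMSO wells with enzyme for no effect and wells lacking enzyme for full effect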
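Test system – truncated SCP-1 phosphatase (76-261aa) · Reagent – Phosphorylated 17-residue peptide substrate · Incubation – 45 min room-temperature reaction, 5 min colour, 30 min stabiliser · Detection – colorimetric phosphate reagent with accelerator and stabiliser, absorbance at 630 nm · Measure – % inhibition at 20 µM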
LMPTP inh: blocks human LMPTP phosphatase; recombinant LMPTP-A, OMFP fluorogenic substrate, fluorescence intensity; inhibition, % at 20 µM; hit rate 0.22% among 360,000;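 active means compounds that cut the enzyme signal by at least half of the control window in the single-dose screen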;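 further: plate controls were DMSO wells with enzyme plus substrate for no effect and substrate without enzyme for full effect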
Target sequence (P24666 whole entry, looked up): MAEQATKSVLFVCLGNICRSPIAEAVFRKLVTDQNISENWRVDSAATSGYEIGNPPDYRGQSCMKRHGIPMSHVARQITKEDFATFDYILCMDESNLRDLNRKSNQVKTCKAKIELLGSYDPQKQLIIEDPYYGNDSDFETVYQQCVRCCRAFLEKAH
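Material: LMPTP-A; amount: 0.625 nM enzyme; doses: single 20 µM dose; times: reaction 50 min, room temperature, dark; technique: fluorescence intensity of OMFP turnover product; benchmarks: no-enzyme and uninhibited controls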
DNMT1 block: blocks human DNA methyltransferase DNMT1. DNMT1 molecular beacon, Hinp1I cleavage, fluorescence. inhibition (reported as % activation of signal), % at 10 µM. hit rate 0.83% among 360,000. AID 588458; in the data active means inhibition above about 50%
MsrA inhibitor: bovine MsrA inhibition; hit rate 0.75% among 360,000; purified bovine MsrA, absorbance read-out; inhibition, % at 15.5 µM; in the data active means inhibition above about 4.5%;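 further: 0% = vehicle wells with enzyme and 100% = reference inhibitor wells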
E coli Lon inh: E. coli protease La inhibition; purified E. coli Lon protease, fluorescence polarization; inhibition, % at 7.94 µM; P0A9M0; AID 602123; hit rate 0.42% among 360,000; in the data active means inhibition above about 13%, passing the limit was not always enough;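 further: 0% = enzyme with probe and DMSO and 100% = no enzyme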
TbMetRS inhib: blocks T. brucei methionyl-tRNA synthetase activity; purified T. brucei MetRS, ATP depletion, Kinase-Glo luminescence; inhibition, % at 11.9 µM; hit rate 0.4% among 360,000;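 active means inhibition above a per-plate cutoff of the control wells' mean inhibition plus 3 SD, cut at about 5.5% in these data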;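 further: 0% = DMSO wells median and 100% = median of wells with control inhibitor compound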
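Test system: purified T. brucei MetRS enzyme. Also added: ATP, methionine and E. coli bulk tRNA substrates. Compound: 11.9 µM single point. Schedule: 15 min enzyme-compound preincubation, 2 h reaction, 10 min detection, 25 °C. Signal: luciferase luminescence of residual ATP, Kinase-Glo. Evaluation: percent inhibition versus plate control medians. Controls: DMSO wells, low control.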
bovine MsrA act: activators of bovine methionine sulfoxide reductase A. purified bovine MsrA, absorbance read-out. AID 602163. hit rate 0.3% among 360,000. activation, % at 10.6 µM; in the data active means activation above about 7.5%;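 further: 0% = vehicle and 100% = reference activator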
CendR NRP1 mod: modulators of CendR peptide binding to human neuropilin-1; hit rate 0.85% among 360,000; O14786; inhibition, % at 25 µM; FAM-RPARPAR peptide binding to NRP-1, fluorescence polarization;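 active means inhibition or corrected inhibition above about 18%, plus a signal ratio from 0.5 to 1.5, limit read from the data, passing the limit was not always enough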; further: strong numbers were not always called active
Target sequence (O14786 whole entry, looked up): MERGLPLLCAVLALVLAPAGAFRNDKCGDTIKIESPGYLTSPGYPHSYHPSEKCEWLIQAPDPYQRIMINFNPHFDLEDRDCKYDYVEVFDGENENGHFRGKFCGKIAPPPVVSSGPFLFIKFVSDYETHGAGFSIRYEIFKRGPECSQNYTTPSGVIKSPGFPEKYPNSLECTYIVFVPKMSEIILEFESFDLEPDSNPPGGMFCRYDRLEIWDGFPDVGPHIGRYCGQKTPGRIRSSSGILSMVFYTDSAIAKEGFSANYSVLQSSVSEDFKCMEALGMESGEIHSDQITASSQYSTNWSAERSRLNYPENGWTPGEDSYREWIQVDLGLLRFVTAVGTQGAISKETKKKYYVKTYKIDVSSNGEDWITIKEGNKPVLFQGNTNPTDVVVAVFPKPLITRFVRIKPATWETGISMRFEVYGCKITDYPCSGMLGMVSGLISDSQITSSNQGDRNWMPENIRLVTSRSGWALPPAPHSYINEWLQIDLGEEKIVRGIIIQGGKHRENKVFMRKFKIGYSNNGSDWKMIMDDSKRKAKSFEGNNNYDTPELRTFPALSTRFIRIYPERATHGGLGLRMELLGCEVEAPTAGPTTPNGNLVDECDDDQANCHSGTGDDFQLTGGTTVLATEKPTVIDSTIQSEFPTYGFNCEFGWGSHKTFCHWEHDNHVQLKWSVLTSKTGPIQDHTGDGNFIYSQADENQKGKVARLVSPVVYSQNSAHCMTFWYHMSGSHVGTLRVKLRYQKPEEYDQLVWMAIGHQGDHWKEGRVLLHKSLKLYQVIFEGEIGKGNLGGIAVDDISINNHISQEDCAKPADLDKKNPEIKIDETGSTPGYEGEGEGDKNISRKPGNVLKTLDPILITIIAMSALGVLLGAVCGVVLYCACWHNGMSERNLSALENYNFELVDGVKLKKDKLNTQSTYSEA
* = called active by the depositor; / = not tested or not shown.

No. | Structure | STEP inh | SUMO1 PPI mod | Scp-1 inhibitor | LMPTP inh | DNMT1 block
1 | CCCCn1nnnc1C(c1ccccc1)N1CCCN(Cc2ccc(F)cc2)CC1 (stereo not drawn) | / | 1 | / | -1.0 | /
2 | COc1cc(O)oc1C=Nc1ccccc1 | 0 | 0 | -2 | -0.6 | -3
3 | CN(C)c1ccc(/C=N/N2CCN(c3ccccn3)CC2)cc1 | 4 | -6 | -7 | -0.5 | -2
4 | CCNS(=O)(=O)c1ccc(CCC(=O)NCc2ccccc2)cc1 | 1 | 2 | -2 | 2.1 | 2
5 | Cc1ccc(C[n+]2cccc(-c3ccccc3)c2)c(C)c1 | -1 | -2 | 0 | -1.6 | 2
6 | COc1cc(CN2C(=O)C(NC(=O)c3ccco3)(C(F)(F)F)C3=C2CC(C)(C)CC3=O)cc(OC)c1 (stereo not drawn) | 2 | 0 | -8 | -0.4 | 5
7 | CSCCC(NS(=O)(=O)c1ccc(Cl)cc1)C(=O)OCC(=O)N1CCCc2ccccc21 (stereo not drawn) | -1 | 3 | -15 | 0.1 | 0
8 | CCOc1ccc(C(F)(F)F)cc1NC(=O)COc1ccc(C(F)(F)F)cc1[N+](=O)[O-] | 1 | -1 | -2 | 0.3 | 8
9 | CCCCNC(=S)Nc1ccc2nc(N3CCN(CC)CC3)cc(C)c2c1 | 12 | -10 | 1 | 5.5 | -4
10 | COc1ccc(C(=O)Cn2nc(CNc3ccc(Br)cc3)[n+]3c2CCCCC3)cc1 | 2 | -36 | 2 | -0.3 | 2
11 | CCCn1c(NC(=O)c2cccc(C)c2C)nc2ccccc21 | 1 | 1 | -22 | 0.6 | -7
12 | Cc1cc(C(=O)COC(=O)c2ccc(N)c([N+](=O)[O-])c2)c(C)n1Cc1ccc2c(c1)OCO2 | 19 | -2 | -30 | 8.4 | -2
13 | Cc1ccc(CNC(=O)c2ccc(S(=O)(=O)N(C)C)cc2)n1C | 0 | -3 | -6 | 3.2 | -1
14 | CCOC(=O)CC/C(=N\NC(N)=O)c1ccc(OC)c(Cl)c1 | -1 | -2 | -8 | -1.1 | 10
15 | COC(=O)C1=C(C)N(Cc2ccc(OC)cc2)C(=O)/C1=C\c1ccco1 | -1 | -13 | -15 | 3.8 | -9

No. | MsrA inhibitor | E coli Lon inh | TbMetRS inhib | bovine MsrA act | CendR NRP1 mod
1 | -0.3 | 1 | -1.3 | -4 | 3
2 | 0.5 | 3 | -0.5 | -2 | -10
3 | 3.2 | -3 | 0.3 | -2 | 10
4 | -0.7 | -4 | 0.2 | -2 | 3
5 | 0.5 | -3 | -0.4 | -3 | 1
6 | 0.0 | 0 | -0.2 | 0 | 2
7 | 0.5 | 4 | -0.6 | -2 | 7
8 | -0.6 | -4 | -0.9 | -10 | 1
9 | -0.7 | -2 | -1.1 | 2 | -4
10 | 1.0 | 2 | 0.5 | 1 | 1
11 | / | 10 | 0.4 | -4 | -9
12 | 0.5 | -11 | -0.2 | -5 | -14
13 | -1.3 | 2 | 0.1 | -4 | 0
14 | 0.6 | 6 | -0.3 | -2 | 10
15 | 0.0 | 1 | 0.3 | -3 | -12

Entries of single compounds from above. Values in the order: STEP inh | SUMO1 PPI mod | Scp-1 inhibitor | LMPTP inh | DNMT1 block | MsrA inhibitor | E coli Lon inh | TbMetRS inhib | bovine MsrA act | CendR NRP1 mod
Results for `COc1cc(O)oc1C=Nc1ccccc1` → 0 | 0 | -2 | -0.6 | -3 | 0.5 | 3 | -0.5 | -2 | -10
Results for `COc1cc(CN2C(=O)C(NC(=O)c3ccco3)(C(F)(F)F)C3=C2CC(C)(C)CC3=O)cc(OC)c1` (stereo not drawn) → 2 | 0 | -8 | -0.4 | 5 | 0.0 | 0 | -0.2 | 0 | 2

(more compounds)
No. | Structure | STEP inh | SUMO1 PPI mod | Scp-1 inhibitor | LMPTP inh | DNMT1 block
16 | COc1cccc(NC(=O)N2C3CCCC2CC(NC(C)=O)C3)c1 (stereo not drawn) | 2 | -1 | -2 | -1.1 | -4
17 | CC1(C)CC(NC(=O)COc2cc3oc(=O)c4c(c3cc2Cl)CCC4)CC(C)(C)N1 | 1 | -9 | 7 | -0.8 | 11
18 | Cc1ccc(N2CC(C)Cn3c2nc2c3c(=O)[nH]c(=O)n2C)cc1 (stereo not drawn) | -2 | 3 | 0 | -1.4 | 0
19 | Cc1cc(Cl)c(S(=O)(=O)NC2CCCCC2)cc1OCC(=O)Nc1nncs1 | 0 | 5 | 0 | 2.6 | -6
20 | COc1cc(C2C3=C(COC3=O)OC(C)(C)Oc3cc4c(cc32)OCO4)cc(OC)c1OC (stereo not drawn) | 0 | -4 | 5 | 0.7 | 6
21 | CC(C)COc1ccc(-c2nn(-c3ccccc3)cc2CO)cc1 | 0 | -2 | -17 | 4.6 | -1
22 | CCC(C(=O)NCc1ccccc1)n1c(CSCCOc2ccccc2)nc2ccccc21 (stereo not drawn) | / | 4 | / | 3.2 | /
23 | CC1C(=O)N2CCCc3cc(NS(C)(=O)=O)cc1c32 (stereo not drawn) | 7 | -2 | -4 | -1.2 | 10
24 | Cc1ccc2nc3c(cc(C#N)c(=O)n3-c3nccs3)c(=O)n2c1 | -1 | -9 | 9 | -1.8 | 7
25 | O=C1CSc2ccc(C(=O)O)cc2N1 | -6 | 2 | 1 | -0.7 | 3
26 | N#CC1=C(N)Oc2n[nH]c(-c3cccs3)c2C1c1cccnc1 (stereo not drawn) | -4 | 3 | -5 | -1.8 | 12
27 | Cc1cc(Br)cc2cn[nH]c12 | -1 | 6 | -5 | -0.4 | 0
28 | Clc1ccc2nc(-c3ccncc3)cc(-c3ccccc3)c2c1 | 5 | -3 | 6 | 2.6 | 15
29 | CN(C)CCCn1c(=O)n(Cc2ccco2)c(=O)c2c3c(sc21)CCCCC3 | -3 | -2 | -11 | 0.2 | 0
30 | Cc1ccc(N(CCO)C(=S)Nc2ccccc2)cc1 | -2 | 2 | -8 | 0.7 | 3

No. | MsrA inhibitor | E coli Lon inh | TbMetRS inhib | bovine MsrA act | CendR NRP1 mod
16 | 0.2 | -3 | -0.6 | -3 | 1
17 | 1.1 | -12 | -0.6 | -2 | 5
18 | 1.3 | 4 | -1.3 | -8 | 4
19 | -0.5 | 1 | -0.9 | -2 | 1
20 | 0.1 | -2 | -0.5 | 0 | -6
21 | 2.6 | -4 | 0.1 | -2 | 1
22 | -0.4 | / | 0.2 | / | -2
23 | 1.4 | 6 | 0.0 | -3 | 6
24 | 0.8 | 5 | 0.5 | -1 | -1
25 | 1.3 | 5 | -0.8 | -2 | 2
26 | 1.4 | -1 | 0.4 | 0 | 3
27 | -0.7 | -1 | 0.2 | -1 | -7
28 | 3.0 | -11 | -0.7 | -6 | -1
29 | 1.1 | -3 | -0.7 | 1 | 0
30 | 1.3 | 0 | -1.5 | -4 | 4

Compounds above that have a thiophene ring, fused or not:
No. | Structure | STEP inh | SUMO1 PPI mod | Scp-1 inhibitor | LMPTP inh | DNMT1 block
26 | N#CC1=C(N)Oc2n[nH]c(-c3cccs3)c2C1c1cccnc1 (stereo not drawn) | -4 | 3 | -5 | -1.8 | 12
29 | CN(C)CCCn1c(=O)n(Cc2ccco2)c(=O)c2c3c(sc21)CCCCC3 | -3 | -2 | -11 | 0.2 | 0

No. | MsrA inhibitor | E coli Lon inh | TbMetRS inhib | bovine MsrA act | CendR NRP1 mod
26 | 1.4 | -1 | 0.4 | 0 | 3
29 | 1.1 | -3 | -0.7 | 1 | 0

(listing goes on)
No. | Structure | STEP inh | SUMO1 PPI mod | Scp-1 inhibitor | LMPTP inh | DNMT1 block
31 | O=C(CC(c1ccccc1)c1ccccc1)Nc1nn[nH]n1 | 0 | 1 | -9 | -2.8 | 0
32 | Cc1nc(N2CCN(Cc3ccccc3)CC2)nc2c1C(=O)CC(C)C2 (stereo not drawn) | -4 | 1 | -2 | 0.5 | -4
33 | Cc1ccc(S(=O)(=O)N2C[C@@H]3[C@H]4CC[C@H](C4)[C@@H]3[C@@H](C)[C@@H]2c2ccn(Cc3ccccc3)c2)cc1 | 3 | 0 | 1 | 2.3 | 4
34 | Nc1cc2c(cc1Cl)N(Cc1ccccc1)C(=O)CO2 | 0 | 1 | 0 | 0.0 | -3
35 | Cc1cccc(Sc2c([N+](=O)[O-])ncn2C)c1 | -2 | -9 | 7 | -1.2 | 2
36 | S=C(NCCc1ccc(Cl)cc1)NC1CCCCC1 | 3 | 6 | -2 | 3.8 | -3
37 | O=C(COC(=O)c1cccnc1Nc1cccc(C(F)(F)F)c1)NCCN1C(=O)CSC1=O | -2 | 3 | 6 | 0.5 | -9
38 | CCc1ccc(OCC(=O)OCC(=O)NCCNC(=O)COC(=O)COc2ccc(CC)cc2)cc1 | -3 | 0 | 1 | 0.2 | -1
39 | CC(C)C(=O)N[C@@H]1c2ccccc2CC[C@@H]1OCc1ccccc1 | 1 | 0 | 1 | -0.3 | 1
40 | COc1cccc(N2C(=O)CN(Cc3cc(OC)c(OC)c(OC)c3)C2=S)c1 | -2 | -7 | -9 | 0.3 | -1
41 | CCN(CC)CCNC(=O)c1ccccc1N | -2 | -5 | 3 | -6.5 | -2
42 | CC(C)CN(C(=O)COC(=O)c1ccc2ccccc2c1)c1c(N)n(Cc2ccccc2)c(=O)[nH]c1=O | 1 | -6 | -7 | 3.9 | 21
43 | COc1ccc(NS(=O)(=O)c2cccs2)cc1S(=O)(=O)N1CCCCC1 | 1 | 0 | -8 | -0.3 | 2
44 | CC(C)[C@H]1C(=O)Nc2ccccc2N1C(=O)N[C@@H](Cc1ccccc1)C(=O)N[C@H](C(=O)O)c1ccccc1 | -2 | 5 | -10 | -1.5 | 1
45 | COc1cc(-c2nnc3n2N=C(c2ccccc2)CS3)cc(OC)c1OC | 4 | 10 | -5 | -0.8 | -6
46 | CC(=O)NC(Cc1ccccc1)Cc1ccccc1 | 1 | 1 | -6 | -1.8 | 2

No. | MsrA inhibitor | E coli Lon inh | TbMetRS inhib | bovine MsrA act | CendR NRP1 mod
31 | 2.6 | 3 | -0.1 | -2 | -17
32 | 1.0 | -5 | -0.3 | 0 | 0
33 | 2.0 | -7 | -1.8 | -6 | -1
34 | 0.1 | 2 | -0.5 | -7 | 8
35 | 1.0 | 8 | -0.4 | -7 | -4
36 | 1.2 | 3 | -0.2 | -2 | 2
37 | -0.8 | 1 | -0.8 | -10 | 9
38 | 0.3 | 0 | 0.3 | -6 | -3
39 | -0.5 | -4 | 0.2 | -1 | -7
40 | -0.5 | -4 | -0.9 | -3 | 3
41 | 0.0 | -5 | 0.1 | 1 | 22
42 | -1.1 | 0 | -0.7 | -6 | 0
43 | 2.7 | 14 | -0.5 | 7 | 8
44 | 0.2 | -4 | -0.8 | -2 | 3
45 | 1.0 | -4 | -0.4 | -2 | -15
46 | -0.7 | 13 | -0.4 | -5 | -4

Rows were taken by chance; 4.3% or so of the library scored in one or more.
